GalR3 antagonist = GalR3 antagonists in HEK293 cells, primary screen, cell-based, fluorescence readout. HEK293 GalR3-CNG cAMP membrane potential fluorescence; galR3 body fused to GalR1 C-terminus. inhibition, % at 3 µM. hit rate 0.44% among 360,000. AID 651719, 2012;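 active = inhibition above the screen-wide average plus 3 SD, cut at about 13% in these data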;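 also: forskolin and galanin both at EC90 stimulate the cells; cAMP rise reported by CNG channel membrane potential dye signal; 0% = forskolin plus galanin with DMSO and 100% = forskolin alone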
Target sequence (O60755 1-299 limits assumed): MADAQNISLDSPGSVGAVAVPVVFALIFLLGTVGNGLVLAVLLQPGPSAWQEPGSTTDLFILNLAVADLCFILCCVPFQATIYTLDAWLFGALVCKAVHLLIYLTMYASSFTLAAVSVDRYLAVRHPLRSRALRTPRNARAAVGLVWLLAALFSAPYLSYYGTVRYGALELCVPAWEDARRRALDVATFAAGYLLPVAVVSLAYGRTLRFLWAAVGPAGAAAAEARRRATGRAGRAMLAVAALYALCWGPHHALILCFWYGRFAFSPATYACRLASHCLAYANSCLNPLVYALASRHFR
The depositor's hits bear a star.

CC(=O)Nc1c(C)ccc([N+](=O)[O-])c1C was read as GalR3 antagonist -6.
For Cc1cc(Cl)ccc1OCc1nnc(-c2ccccc2C)o1 the results were GalR3 antagonist -2.
`COc1ccc(OC)c(CN2CCN(Cc3ccc(OC)c(OC)c3OC)CC2)c1` gave GalR3 antagonist -7.
CCCCn1nnnc1C1(C)CCC(=O)N1Cc1ccco1 (stereo unspecified) was read as GalR3 antagonist -2.
CN(N=Cc1ccc2c(c1)OCO2)C(=O)c1ccccc1N was read as GalR3 antagonist -7.
For Cc1c(C=NNc2ccccc2)[nH]c(=O)[nH]c1=O the results were GalR3 antagonist -3.
For CC1(Cc2ccc3c(c2)OCO3)C(=O)Nc2c(Cl)ccc(Cl)c21 (stereo unspecified) the results were GalR3 antagonist -9.
`COC(=O)C1C2CC(C(Br)C2Br)C1C(=O)O` (stereo unspecified) gave GalR3 antagonist -7.
Screening O=C(COC(=O)c1cc(F)c(F)cc1Cl)NC1CCCCCC1 returned GalR3 antagonist -10.
For CC(C(=O)NC1CCCC1)n1c(C2CC2)nc2ccccc21 (stereo unspecified) the results were GalR3 antagonist 0.
Screening CCOC(=O)[C@]12CCCC=C1N(Cc1ccc3c(c1)OCO3)C(=O)[C@H](CC(=O)NCCCN1CCCC1=O)C2 returned GalR3 antagonist 0.
O=C1c2c(-c3ccc(Br)cc3)noc2CCN1Cc1cn(C2CCCC2)nn1 was read as GalR3 antagonist -8.
For COCc1[nH]nc2c1C(c1cccc(C(F)(F)F)c1)NC2=O (stereo unspecified) the results were GalR3 antagonist -5.
`CCCCN(C(=O)C1CC(=O)N(c2ccc(CC)cc2)C1)c1c(N)n(CCC)c(=O)[nH]c1=O` (stereo unspecified) gave GalR3 antagonist -1.
Cc1nc2c(OCc3ccc(C(F)(F)F)cc3)cccn2c1N(C)Cc1cccs1 was read as GalR3 antagonist -7.

A draw from above in order of number of heavy atoms, rising:
CC(=O)Nc1c(C)ccc([N+](=O)[O-])c1C was read as GalR3 antagonist -6.
`COC(=O)C1C2CC(C(Br)C2Br)C1C(=O)O` (stereo unspecified) gave GalR3 antagonist -7.
For COCc1[nH]nc2c1C(c1cccc(C(F)(F)F)c1)NC2=O (stereo unspecified) the results were GalR3 antagonist -5.
For CC1(Cc2ccc3c(c2)OCO3)C(=O)Nc2c(Cl)ccc(Cl)c21 (stereo unspecified) the results were GalR3 antagonist -9.
O=C1c2c(-c3ccc(Br)cc3)noc2CCN1Cc1cn(C2CCCC2)nn1 was read as GalR3 antagonist -8.
Cc1nc2c(OCc3ccc(C(F)(F)F)cc3)cccn2c1N(C)Cc1cccs1 was read as GalR3 antagonist -7.
Screening CCOC(=O)[C@]12CCCC=C1N(Cc1ccc3c(c1)OCO3)C(=O)[C@H](CC(=O)NCCCN1CCCC1=O)C2 returned GalR3 antagonist 0.

Taken from the entries so far for reference:
CC(=O)Nc1c(C)ccc([N+](=O)[O-])c1C was read as GalR3 antagonist -6.
For Cc1cc(Cl)ccc1OCc1nnc(-c2ccccc2C)o1 the results were GalR3 antagonist -2.

Other compounds:
CC(=O)N1CCN(S(=O)(=O)c2cccc(C(=O)OCc3ccc(F)cc3)c2)CC1 was read as GalR3 antagonist -8.
COC(=O)c1csc(C2OC(CO)C(O)C2O)n1 (stereo unspecified) was read as GalR3 antagonist 1.
`CCCCNC(=O)C1C(c2ccc(C(F)(F)F)cc2)=Nc2ccccc2N1C(=O)C1CCN(C(C)=O)CC1` (stereo unspecified) gave GalR3 antagonist -7.
`CCc1nc2c(OCc3ccccc3)cccn2c1N(Cc1ccccc1)C(C)=O` gave GalR3 antagonist -8.
For COC(=O)c1cc2c(c3c4cc(C)ccc4n(S(=O)(=O)c4cccc(C)c4)c13)C(=O)N(Cc1ccc(C(F)(F)F)cc1)C2 the results were GalR3 antagonist -5.
For COc1ccccc1NC(=O)Nc1nc(C(N)Cc2ccc(Cl)cc2)cs1 (stereo unspecified) the results were GalR3 antagonist -4.
`COc1ccccc1C(=O)OCC(=O)NC(=O)NC1CCCCC1` gave GalR3 antagonist -3.
For O=C(Nc1ccc(F)cc1)C(CCc1ccccc1)N1CCN(C(=O)c2ccco2)CC1 (stereo unspecified) the results were GalR3 antagonist -4.
Screening CC(=NNc1ccc([N+](=O)[O-])cn1)c1ccccc1 returned GalR3 antagonist -1.
`O=C(NCc1cccc(C(F)(F)F)c1)c1csc([C@@H]2C[C@H](O)[C@@H](CO)O2)n1` gave GalR3 antagonist -2.
COc1ccc(Cc2c(C3CCCCC3)nc3cc(C)c(Br)c(C)n23)c(C)c1 was read as GalR3 antagonist -6.
`CCC[C@H]1CN(Cc2ccccc2)C(=O)[C@@H]1CC(=O)NC` gave GalR3 antagonist -6.
`COc1ccc(S(=O)(=O)N2CCCCC2)cc1NC(=O)c1cccc(S(=O)(=O)N2CC(C)OC(C)C2)c1` (stereo unspecified) gave GalR3 antagonist 0.
For CN(Cc1ccccc1)C(=O)c1ccc(NC(=O)Cc2ccc(NC(=O)C3CCN(C(=O)C4CCCCC4)CC3)cc2)cc1 the results were GalR3 antagonist -6.
Cc1cccnc1C1=NOC(Cc2ccccc2)C(=O)N1CCOc1ccc(F)cc1 (stereo unspecified) was read as GalR3 antagonist 1.

Entries shown so far that have a furan ring, fused or not:
CCCCn1nnnc1C1(C)CCC(=O)N1Cc1ccco1 (stereo unspecified) was read as GalR3 antagonist -2.
For O=C(Nc1ccc(F)cc1)C(CCc1ccccc1)N1CCN(C(=O)c2ccco2)CC1 (stereo unspecified) the results were GalR3 antagonist -4.

Continuation:
Screening Oc1cccc2cc(Nc3ccccc3)cnc12 returned GalR3 antagonist -4.
Screening CCOC(=O)C1=C[C@@H](C(C)(C)C)N(S(=O)(=O)c2ccc(C)cc2)[C@H]1c1ccc(C)cc1 returned GalR3 antagonist -3.
Screening CN(CC(=O)Nc1ccccc1Br)CC(=O)NC(c1ccccc1)c1ccccc1 returned GalR3 antagonist -7.
CC(=O)Nc1cccc(NC(=O)C(=O)Nc2ccc3c(c2)N(C(=O)C2CC2)CCC3)c1 was read as GalR3 antagonist -3.
OC(c1ccc(Cl)c(Cl)c1)c1ncc(-c2ccc(C(F)(F)F)cc2)[nH]1 (stereo unspecified) was read as GalR3 antagonist -7.
Screening O=C1c2ccccc2C(c2nnnn2Cc2ccccc2)N1C1CC1 (stereo unspecified) returned GalR3 antagonist -5.
Nc1ccn([C@@H]2O[C@H](C(=O)N[C@H](Cc3ccccc3)C(=O)N3CCN(C(=O)N4CCCCC4)CC3)[C@@H](O)[C@H]2O)c(=O)n1 was read as GalR3 antagonist -3.
C[C@@]12CCC=C[C@H]1[C@H](c1ccccc1Br)N(Cc1ccccc1)C2=O was read as GalR3 antagonist -6.
NC(CCc1ccccc1)c1csc(Nc2nccc(C(F)(F)F)n2)n1 (stereo unspecified) was read as GalR3 antagonist 0.
Screening Cn1ccc2c(/C=C/c3ccc(F)cc3)cc3c(c21)C1CCC3C1 (stereo unspecified) returned GalR3 antagonist -5.
Screening Nc1ncnc2c1ncn2[C@@H]1O[C@H](C(=O)Nc2ccc(Oc3ccccc3)nc2)[C@@H](O)[C@H]1O returned GalR3 antagonist -7.
For CC(=O)N1CCc2cc(NC(=O)C3(C)CCN3Cc3ccccc3Cl)ccc21 (stereo unspecified) the results were GalR3 antagonist -3.
CCOC(=O)N1CCN(C(=O)C[C@H]2C[C@@]3(C(=O)OC)C(=C[C@H](C(C)C)O[C@@H]3C3CC3)N(Cc3ccccc3)C2=O)CC1 was read as GalR3 antagonist -6.
`O=S(=O)(O)c1cc(Cl)cc(N=Nc2ccc(O)cc2O)c1O` gave GalR3 antagonist -5.
Screening CC(NCC(=O)Nc1ccccc1C(=O)NC1CC1)c1ccc(Cl)cc1 (stereo unspecified) returned GalR3 antagonist -6.
CCCCc1c(-c2ccccc2OC)ncn1Cc1c(F)cccc1F was read as GalR3 antagonist -2.
Cn1cccc1C(=O)NCc1ccccn1 was read as GalR3 antagonist -5.
Screening Cn1c(=O)c2c(-c3ccccc3)n(-c3cc([N+](=O)[O-])ccc3O)cc2n(C)c1=O returned GalR3 antagonist -9.
COc1ccc(NS(=O)(=O)c2cccc(C(=O)NNC(=O)CNC(=O)c3ccccc3Cl)c2)cc1 was read as GalR3 antagonist -3.
`CCOC(=O)C1=CN(Cc2cccc(F)c2)S(=O)(=O)NC1c1ccc2ccccc2c1` (stereo unspecified) gave GalR3 antagonist -9.
Screening O=C(NCc1ccccc1)[C@H]1CCCN1C(=O)[C@H]1CCCN1C(=O)c1cccc2ccccc12 returned GalR3 antagonist -5.
N#Cc1cccc(OC(=O)C2CCN(C(=O)c3ccc(F)cc3)CC2)c1 was read as GalR3 antagonist -4.
`COc1ccc(CCc2cc(OC)c(OC)c(OC)c2)cc1` gave GalR3 antagonist -3.
`COC(=O)C1=C(C)N(Cc2ccc(C(F)(F)F)cc2)C(=NCc2ccccc2)NC1c1ccc(C(F)(F)F)cc1` (stereo unspecified) gave GalR3 antagonist -3.
Screening CC(=O)Oc1ccc(N(C(C)=O)S(=O)(=O)c2ccccc2)c2ccccc12 returned GalR3 antagonist -5.
Screening COc1ccc(CNC(=O)C[C@H]2C[C@H](C(=O)N3CCOCC3)[C@@]3(C)c4[nH]c5cc(-c6ccco6)ccc5c4CCN3C2=O)cc1OC returned GalR3 antagonist -5.
Screening COc1ccc(CNC(=O)C2CCC(=O)N(C3CCCCCC3)C2)c(OC)c1 (stereo unspecified) returned GalR3 antagonist -7.
`CC(C)(C)CNC(=O)C1(C)CCN1C(=O)C1(c2ccccc2)CC1` (stereo unspecified) gave GalR3 antagonist 3.
Screening Cc1cccnc1C(NC(=O)C1CCN(CCCOc2ccccc2)CC1)c1ccc(F)cc1 (stereo unspecified) returned GalR3 antagonist -2.
Screening COc1ccc(NC(=O)C2Cc3c(-c4ccc5c(c4)OCO5)ccnc3O2)cc1 (stereo unspecified) returned GalR3 antagonist -4.
For O=C(C(Br)=Cc1ccccc1)c1ccccc1 the results were GalR3 antagonist -4.
`CN(Cc1ccccc1F)c1cc2c(c3c1ccn3C)C1CCC2O1` (stereo unspecified) gave GalR3 antagonist -9.
`CN1OC[C@@H]2CN(Cc3ccc4c(c3)OCO4)[C@H](c3ccc(-n4ccnc4)cc3)C[C@@H]21` gave GalR3 antagonist -9.
For O=C1CSC(c2cccs2)N1c1nncs1 (stereo unspecified) the results were GalR3 antagonist -2.
`CCn1cc(/C=C(\NC(=O)c2ccccc2OC)C(=O)N2CCOCC2)c2ccccc21` gave GalR3 antagonist -5.
`COCOCCn1cc(CN2CCS(=O)(=O)N(Cc3ccc(-c4ccc(OC)nc4)cc3)C(C(C)C)C2=O)nn1` (stereo unspecified) gave GalR3 antagonist -5.
Screening CC1=C(C(=O)N2CCCCCC2)CC(CC(=O)NCCN2CCOCC2)C(=O)N1CCCN1CCCC1=O (stereo unspecified) returned GalR3 antagonist -1.
For Cc1ccc(-c2cnc(C(O)c3cc(C)cc(C)c3)[nH]2)cc1 (stereo unspecified) the results were GalR3 antagonist -1.
`COC(=O)C1=C(C)N(Cc2ccccc2C(F)(F)F)C(=NCc2ccc(C(F)(F)F)cc2)NC1c1ccc(C(F)(F)F)cc1` (stereo unspecified) gave GalR3 antagonist -7.
For CCCCCCCCN1C(=O)[C@H](CC(=O)N2CCN(C(=O)c3ccco3)CC2)C[C@@]2(C(=O)OC)CC(C)(C)CC=C12 the results were GalR3 antagonist -5.
For O=C(NC1CCCCC1)C(c1ccccc1F)n1c(=O)c(-c2ccco2)nc2ccccc21 (stereo unspecified) the results were GalR3 antagonist -9.
Screening CC1C(=O)N(Cc2cn(Cc3ccco3)nn2)CCS(=O)(=O)N1Cc1ccc(-c2ccncc2)cc1 (stereo unspecified) returned GalR3 antagonist -4.
`CCOc1ccc(S(=O)(=O)N2CCCCC2)cc1NC(=O)Cc1cc(OC)c(OC)c(OC)c1` gave GalR3 antagonist -7.
Screening CC1=CC(C)C(=O)N(CCN2CCOCC2)C(C)=C1 (stereo unspecified) returned GalR3 antagonist -5.
For COC(=O)[C@]12C[C@H](CC(=O)NCc3ccc(C)o3)C(=O)N(CCC3=CCCCC3)C1=C[C@H](COCc1ccccc1)O[C@@H]2C the results were GalR3 antagonist -9.
COC(=O)C[C@H]1C=C[C@@H](NS(=O)(=O)c2ccc(C)cc2)[C@@H](CO)O1 was read as GalR3 antagonist -7.
Screening COc1cc(C2c3cc4c(cc3CC3COC(=O)N32)OCO4)cc(OC)c1OC (stereo unspecified) returned GalR3 antagonist 0.
`COc1ccc(OC(=O)N2C/C(=C/c3ccccc3)C(=O)/C(=C\c3ccccc3)C2)cc1` gave GalR3 antagonist -5.
Screening c1cc(-c2ccc(CN3CCOCC3)cc2)n2ccnc2c1 returned GalR3 antagonist -4.
CCOc1ccc(S(=O)(=O)N2CCN(C(=O)c3cc(S(=O)(=O)N4CCOCC4)ccc3C)CC2)cc1 was read as GalR3 antagonist -3.
COC(=O)C[C@H]1C[C@H]2c3cc(NC(=O)Nc4ccc(C(F)(F)F)cc4)ccc3O[C@H]2[C@@H](CO)O1 was read as GalR3 antagonist -7.
For CC(c1ccc(Cl)cc1)N(CCN(C)C)c1ccccn1 (stereo unspecified) the results were GalR3 antagonist -9.
Screening CCC(C)CN1C(=O)CN(S(C)(=O)=O)CC1(C)C(=O)Nc1c(C)cccc1C (stereo unspecified) returned GalR3 antagonist -6.
For CCCCn1c(N)c(N(CCC(C)C)C(=O)COC(=O)c2cccnc2SC)c(=O)[nH]c1=O the results were GalR3 antagonist 1.
For O=C(NCc1ccco1)c1c(Cl)cccc1Cl the results were GalR3 antagonist -6.
CCNc1cc2c(cc1O)CCC1C2CCC2(C)C(O)CCC12 (stereo unspecified) was read as GalR3 antagonist -4.
Screening Oc1ccccc1C=NC(N=Cc1ccccc1O)c1ccccc1O (stereo unspecified) returned GalR3 antagonist -5.
For NC(=O)c1nnn(Cc2cc(Cl)c(C(=O)c3ccc(Cl)cc3)c(Cl)c2)c1N the results were GalR3 antagonist 97*.

An excerpt; the hit share may differ from the screen's.
